High-throughput results (PubChem)
PPARg SRC-3 ag: PPARgamma agonists recruiting SRC-3 coactivator, primary screen, biochemical; AID 731, 2007; activation, % at 8 µM; biochemical PPARgamma/SRC-3 coactivator recruitment assay; actives 0.26% (n = 200,000); in the data active means activation above about 23%;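 further: 0% = DMSO and 100% = reference agonist; some compounds past the cut are filed as inactive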
Target sequence (P37231 whole entry, looked up): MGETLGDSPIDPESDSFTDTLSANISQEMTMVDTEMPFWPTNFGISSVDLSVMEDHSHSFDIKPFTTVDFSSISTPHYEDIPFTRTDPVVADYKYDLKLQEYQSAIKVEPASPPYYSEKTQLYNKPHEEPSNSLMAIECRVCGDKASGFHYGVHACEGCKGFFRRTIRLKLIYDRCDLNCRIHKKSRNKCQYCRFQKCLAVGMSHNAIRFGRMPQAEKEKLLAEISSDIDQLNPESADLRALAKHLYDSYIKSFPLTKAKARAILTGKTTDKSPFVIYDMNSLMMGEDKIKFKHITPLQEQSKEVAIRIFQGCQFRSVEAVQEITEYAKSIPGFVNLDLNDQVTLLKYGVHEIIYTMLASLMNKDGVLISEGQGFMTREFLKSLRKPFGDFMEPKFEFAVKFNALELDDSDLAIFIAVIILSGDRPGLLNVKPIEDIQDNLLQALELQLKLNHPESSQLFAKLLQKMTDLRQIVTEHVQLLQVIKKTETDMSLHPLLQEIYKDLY
DTT redox prof: compounds producing H2O2 with reducing agent – biochemical, NIH compound library profiling, artefact control for MLSCN library redox annotation, primary screen. DTT-dependent redox cycling H2O2, phenol red/HRP absorbance; 100% = 100 µM peroxide control, 0% = buffer. activation, % at 10 µM. actives 0.03% (n = 200,000). AID 878, 2007;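 active means activation of at least 50% relative to the plate's high and low controls in the primary single-dose screen; inactive means activation below 50%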;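 further: compound incubated with DTT at 0.8 mM final as the reducing agent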
TR-FRET SRC-2 ct: TR-FRET signal artefacts, primary screen, artefact control for PPARgamma SRC-2 agonist project, biochemical | TR-FRET artefact counter-screen; hits give high values | TR-FRET ratio at 8 µM | actives 0.4% (n = 200,000); in the data active means TR-FRET ratio above about 2000; further: inactives centre near 1500
Efa HMGR inh: inhibitors of E. faecalis class II HMGR, primary screen, biochemical, Enterococcus faecalis | actives 0.41% (n = 190,000) | AID 1066, 2008 | inhibition, % at 10 µM | purified E. faecalis HMGR, NADPH absorbance 340 nm kinetic | HMG-CoA reductase (Enterococcus faecalis, mvaE);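 active means inhibition above a set limit, the median over all tested compounds plus 3 SD, cut at about 9.5% in these data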;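 further: enzyme runs in reverse so mevalonate oxidation gives rising NADPH absorbance; 0% = complete reaction with DMSO and 100% = background rate lacking mevalonate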
L major viab: Leishmania major promastigote growth inhibition, primary screen; actives 9% (n = 200,000); inhibition, % at 10 µM; Leishmania major promastigotes, resazurin fluorescence viability; AID 1063, 2008; in the data active means inhibition above about 50%;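 further: promastigotes grown with compound for 44 hours at 28 °C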
PPARg SRC-2 ag: agonists of PPARg-SRC-2 recruitment, primary screen, biochemical, HTS | PPARgamma LBD-SRC-2 recruitment | actives 0.34% (n = 200,000) | Peroxisome proliferator-activated receptor gamma (Homo sapiens), P37231 | activation, % at 8 µM; in the data active means activation above about 22%;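 further: 0% = vehicle and 100% = reference agonist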
S1P3 antag: S1P3 receptor antagonists, primary screen, cell-based; inhibition, % at 4.98 µM; actives 0.27% (n = 170,000); Sphingosine 1-phosphate receptor 3 (Homo sapiens), Q99500; AID 485, 2006; CHO S1P3 NFAT-BLA reporter, FRET fluorescence, antagonist mode;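 active means inhibition above the plate cutoff, the mean inhibition of test wells on that plate plus 3 SD, cut at about 28% in these data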;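 further: cells challenged with S1P at its EC80 of 0.8 µM; blue over green emission ratio from cleaved BLA substrate after 4 h stimulation; 0% = S1P-stimulated wells and 100% = unstimulated DMSO-only wells; some compounds past the cut are filed as inactive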
bIAP inhibitor: bovine intestinal alkaline phosphatase inhibitors, primary screen, selectivity assay for TNAP inhibitor project, biochemical, bovine IAP, CDP-star luminescence | purified bovine IAP, 30 min | inhibition, % at 20 µM | 190,000 tested, under 10 active;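 active means over 50% inhibition of intestinal alkaline phosphatase at 20 µM in the single-dose screen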
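Assay system: bovine IAP enzyme; medium: DEA buffer 100 mM, pH 9.8, with MgCl2 1.0 mM, ZnCl2 0.02 mM; doses: 20 µM single dose; incubation: enzyme reaction for 30 min at room temperature; detection: CDP-star luminescence signal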
ROMK primary: ROMK potassium channel modulators, primary screen, cell-based, thallium flux, MLSMR library; Tet-inducible ROMK, thallium flux fluorescence; actives lie on both sides; B-score at 10 µM; actives 2% (n = 130,000);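 active means signal ratio slope over the read window, or its plate-corrected B-score, at least 3 SD from the plate mean, either direction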;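 further: B-score of the F/F0 ratio slope over 7 to 12 s after thallium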
Target sequence (P48048 whole entry, looked up): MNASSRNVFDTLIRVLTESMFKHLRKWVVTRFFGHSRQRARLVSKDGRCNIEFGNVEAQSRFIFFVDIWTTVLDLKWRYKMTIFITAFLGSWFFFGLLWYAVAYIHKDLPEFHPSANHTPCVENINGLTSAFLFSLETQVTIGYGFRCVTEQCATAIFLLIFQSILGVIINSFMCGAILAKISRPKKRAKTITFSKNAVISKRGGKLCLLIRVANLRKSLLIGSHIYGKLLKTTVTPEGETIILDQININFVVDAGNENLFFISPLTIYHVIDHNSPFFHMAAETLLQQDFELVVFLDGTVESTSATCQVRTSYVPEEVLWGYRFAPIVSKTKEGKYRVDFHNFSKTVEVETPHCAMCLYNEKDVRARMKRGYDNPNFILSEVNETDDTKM
PPARg SRC-1 ag: PPARgamma agonists recruiting SRC-1 coactivator, primary screen, biochemical; PPARgamma-SRC-1 coactivator recruitment biochemical assay; activation, % at 8 µM; actives 0.41% (n = 200,000); AID 631, 2007; in the data active means activation above about 19%;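 further: 0% = DMSO and 100% = reference agonist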
RAM network inh: inhibitors of the yeast RAM network, primary screen, dse1pr::URA3 reporter, 5-FOA selection; S. cerevisiae dse1pr::URA3 reporter, 5-FOA growth OD615, 2 d; analog-sensitive cbk1-as2 kinase mutant strain; inhibition, % at 50 µM; actives 1.8% (n = 190,000); AID 868, 2007;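 active means inhibition above a set limit, 3 SD over mean compound inhibition, cut at about 8.4% in these data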;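 further: 0% = DMSO-only wells with no growth and 100% = 10 µM 1-NA-PP1 full growth; inhibition rescues growth on 5-FOA so higher OD means more RAM inhibition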
Starred values were filed as active, the others as inactive; · = no result given.

SMILES	PPARg SRC-3 ag	DTT redox prof	TR-FRET SRC-2 ct	Efa HMGR inh	L major viab	PPARg SRC-2 ag	S1P3 antag	bIAP inhibitor	ROMK primary	PPARg SRC-1 ag	RAM network inh
CCOC(=O)CCCNS(=O)(=O)c1c(C)ccc2nsnc12	-8	-0.6	1398	0	-3	4	13	13	·	4	0.7
CC(C)CN(CC(C)C)C(=O)c1cccc(S(=O)(=O)N2CCc3ccccc32)c1	1	-1.1	1620	-1	31	6	0	-6	-2.4	2	7.8
COc1ccc(CC2(CO)CCN(S(=O)(=O)c3c(C)nn(C)c3C)CC2)cc1	4	-0.6	1747	0	20	0	10	-6	0.29	2	0.9
CC(=O)Nc1ccccc1OCC(=O)NCC(F)(F)F	7	-1.1	1693	-6	10	6	-7	-2	1.5	8	1.1
Cc1cccc(OCC(=O)N2CCN(C(=O)c3cccs3)CC2)c1	-10	2.7	1387	-2	-6	3	0	-1	·	2	0.8
C(#Cc1ccc(C#CCN2CCOCC2)cc1)CN1CCOCC1	1	-2.0	1469	0	0	-2	-13	-6	·	1	-0.1
Cc1c(Cc2ccccc2)c(=O)oc2cc(OCC(N)=O)ccc12	1	-0.8	1399	2	-7	4	-11	-22	-0.0068	0	3.2
Cc1nc(SCc2ccc(C(=O)O)cc2)nc2c1CCCC2	6	-0.2	1552	1	-4	-2	0	-1	2.6	11	-2.0
CCn1nc(C)c(CN2CCCC(CO)(Cc3ccccc3)C2)c1C (stereo not drawn)	-2	-1.8	1542	3	61*	-6	-13	6	-0.48	2	0.1
Cc1ccccc1C(=O)NNC(=O)CSc1nnc(-c2ccncc2)n1-c1ccccc1	2	-0.5	1648	-6	-5	10	-15	12	0.44	2	-0.4
COc1cc(/C=C/C(=O)Nc2ccc3[nH]c(=O)[nH]c3c2)cc(OC)c1OC	-6	-0.9	1588	-4	1	-4	5	-7	-0.49	3	-0.8
CCCCc1nnc(NC(=O)C2CC(=O)N(c3ccc(C)cc3)C2)s1 (stereo not drawn)	5	-0.6	1622	-9	-9	9	-4	-15	-0.037	5	2.6
CCOc1ccc(NCc2cc3c(C(C)(C)C)nn(-c4ccccc4)c3[nH]c2=O)cc1	3	-0.1	1448	-2	5	1	·	-1	-0.099	-1	1.3
O=C(CCc1ccccc1)NCCC1=CCCCC1	5	-0.6	1644	-2	46	-3	-2	-6	0.46	2	2.1
CCOC(=O)Nc1cccc(OCC(=O)Nc2ccccc2OC)c1	-3	1.6	1403	-2	47	0	-3	·	-0.24	3	4.4
O=C(NC(=S)N1CCN(Cc2ccccc2)CC1)c1ccco1	2	-0.1	1768	-3	-1	8	-14	-8	-0.6	5	0.6
CN(C)S(=O)(=O)c1ccc(Oc2ccc(S(=O)(=O)N(C)C)cc2)cc1	-6	1.7	1453	0	-4	7	25	-7	·	-5	0.8
COc1ccc(/C=C2/SC(=O)N(CCC(=O)Nc3ccc(S(=O)(=O)Nc4nccs4)cc3)C2=O)cc1	2	0.7	1407	-2	-3	-5	-16	11	·	2	3.9
N=c1oc2ccccc2cc1C(=O)N/N=C/c1ccccc1	13	-6.0	1550	-7	1	-3	·	13	·	-10	0.1
CCC(C)SCc1nc2ccccc2[nH]1 (stereo not drawn)	7	-2.4	1391	-4	-2	-3	-21	1	·	-2	1.9
CS(=O)(=O)N(CC(=O)NC1CC2CCC1C2)c1cccc(C(F)(F)F)c1 (stereo not drawn)	-10	1.8	1638	-2	5	6	-8	-5	·	-2	-0.7
CC(C)CCN1CCN(Cc2cccc(-n3cccn3)c2)CC1CCO (stereo not drawn)	3	-0.7	1801	-4	83*	3	-8	3	·	5	-0.5
Nc1scc2c(C(=O)N/N=C/c3ccc(Cl)cc3)nn(-c3ccccc3)c(=O)c12	6	-3.8	1578	6	42	5	·	4	·	10	3.6
COc1ccc(N/C(=C/[N+](=O)[O-])SC)cc1	7	-0.3	1756	3	15	4	-2	-4	·	-5	0.5
CCOCCCN(C(=O)CNC(=O)c1ccco1)C(C(=O)NC1CCCC1)c1ccccc1C (stereo not drawn)	-2	-1.8	1453	-6	-2	3	-8	11	·	-6	1.3
Cc1cccc(OCc2nnc(NC(=O)Cc3cccs3)s2)c1	-2	0.8	1650	-7	-5	2	·	8	·	2	7.5
COc1cccc(NC(=S)N(CCc2c(C)[nH]c3ccccc23)Cc2cccs2)c1	-2	0.7	1503	0	25	-1	21	21	0.36	1	1.8
Cc1cc2n(n1)C(c1ccccc1Cl)Nc1ccccc1-2 (stereo not drawn)	0	13	1317	-6	-1	6	31	7	·	-1	0.1
Cc1cccc(NCC(=O)N/N=C/c2ccc(Br)cc2)c1	2	0.5	1501	-1	-2	0	-12	3	2.6	-5	0.9
CC1=Nc2cccc3cccc(c23)N1	11	1.2	1578	-3	100*	11	·	9	·	14	2.7
COC(=O)c1ccc(=O)n(Cc2ccco2)c1	2	-0.5	1598	-1	-3	-1	·	0	0.66	4	0.1
Cc1ccn2c(C(=O)c3ccc(Cl)cc3)cnc2c1	5	-0.1	1459	0	-8	3	·	0	-0.43	-5	0.5
Cc1cc(NC(=O)c2cc(-c3ccco3)on2)no1	0	1.6	1574	5	-8	10	19	11	·	4	0.1
N#Cc1c(-c2ccccc2)ccn(Cc2ccccc2Cl)c1=O	8	-7.2	1686	-1	-2	-2	·	1	·	10	2.4
CCOc1ccc(C2CC(c3cccc(C)c3)n3ncnc3N2)cc1 (stereo not drawn)	-3	-1.3	1628	-1	6	7	·	-6	·	1	-0.3
Cc1ccc(-c2cc(C(=O)Nc3ccc(S(=O)(=O)Nc4nccs4)cc3)c3ccccc3n2)c(C)c1	2	0.6	1641	-7	-7	15	-11	-36	·	11	5.3
C=CCOc1ccc(CN(C)CC(=O)Nc2ccc3c(c2)CCC3)cc1	-3	-0.2	1446	-4	14	-1	0	-1	-1	-1	0.8
COc1cccc(-n2nnc3c(=O)n(CC(=O)OCc4ccccc4)cnc32)c1	-2	1.1	1427	-4	-5	12	-6	-1	0.3	2	4.9
CN(C)C(CNC(=O)Cc1cccc(C(F)(F)F)c1)c1ccco1 (stereo not drawn)	3	-0.7	1783	-8	-1	11	-4	-12	-0.18	6	4.2
Cc1ccc(OCCn2c(Br)nc3c2c(=O)n(C)c(=O)n3C)cc1	-3	0.3	1564	0	-7	1	·	8	·	-2	0.1
O=C(Nc1nccs1)c1ccc(-c2ccccc2Cl)o1	1	1.5	1498	0	4	8	·	15	·	9	0.0
O=C(NCC1CCOCC1)c1ccc(OC2CCN(Cc3ccccn3)CC2)cc1	0	0.0	1566	1	-6	-1	-3	7	0.34	6	-0.3
CC1CCC2(CC1)NC(=O)c1ccccc1O2 (stereo not drawn)	-1	-0.8	1658	-8	2	-1	5	31	0.66	6	0.3
CCCc1[nH]nc2c1C(CCC)C(C#N)=C(N)O2 (stereo not drawn)	7	1.8	1562	11*	10	12	-27	4	0.15	11	0.8
CCCCNC(=O)NS(=O)(=O)c1ccc(C)cc1	-1	0.0	1506	3	8	0	2	13	-0.93	5	-0.9
O=C(N1CCOCC1)N1c2ccccc2Sc2ccccc21	13	0.9	1706	1	3	10	·	7	·	1	0.0
CCS(=O)(=O)N1CCN(c2ncnc3sc(C)c(C)c23)CC1	-4	-0.6	1431	-2	-3	-8	-19	-34	-0.23	-5	1.6
COc1ccc(C)cc1NC(=O)COC(=O)c1ccc([N+](=O)[O-])o1	0	-1.0	1561	-5	-3	4	-5	14	-0.41	9	-1.1
CC(C)(C)c1nnc(NC(=O)Cc2ccc(Br)cc2)s1	0	-0.8	1637	-1	32	-2	-2	6	·	6	3.1
CC(OC(=O)CN1C(=O)C2CCCCC2C1=O)C(=O)Nc1ncc(Cl)cc1Cl (stereo not drawn)	1	-7.6	1566	-3	-7	9	·	-3	·	-2	-0.9
CCOc1ccc(NC(=O)CCC(=O)O)cc1	-12	0.1	1383	-11	-5	-1	·	7	1.2	-1	-1.3
CCCCN(C)S(=O)(=O)c1ccc(C(=O)Nc2nnc(-c3cccs3)o2)cc1	6	-6.4	1486	-6	99*	11	-31	-17	0.85	4	6.3
Cc1nc([N+](=O)[O-])c(SCC(N)=O)n1Cc1ccccc1	-4	0.8	1719	-14	0	-2	-5	2	-0.24	2	1.5
CC(C)(C)C1CCc2c(sc3nc(SCC(N)=O)nc(N)c23)C1 (stereo not drawn)	-9	1.2	1589	-5	22	6	·	14	·	2	2.8
O=C(NCCCN1CCCC1=O)c1ccc2c(=O)n(Cc3ccco3)c(=S)[nH]c2c1	-6	0.1	1455	5	-5	8	-23	8	·	6	2.1
Nc1ccc(CCS(N)(=O)=O)cc1	3	0.1	1521	0	-6	-3	11	7	·	2	1.1
CC(C)CCNC(=O)Cn1c(=O)oc2cc(S(=O)(=O)N3CC(C)CC(C)C3)ccc21 (stereo not drawn)	1	-1.1	1622	1	-11	-5	·	12	·	5	0.8
COc1ccccc1NC(=O)CN1CCN(CC(=O)Nc2ccc(F)cc2)CC1	-1	-1.6	1686	-1	25	8	10	1	-1.7	0	-0.3
COc1cccc(C(=O)N2CCN(Cc3ccc4c(c3)OCO4)CC2)c1OC	-5	2.5	1613	3	-2	-4	-2	3	·	-2	2.5
COC(=O)CCC(=O)COc1ccc(OC)cc1C#N	-1	-0.3	1480	-2	-8	-2	-33	2	-0.39	3	2.2
N=c1c2c(n(Cc3ccc(F)cc3)c3c1CCC3)CCCC2	-1	0.6	1481	-2	99*	-3	5	8	-0.13	5	2.0
CN(C)CCCNC(=O)c1ccc2[nH]c3ccccc3c2c1	-9	-0.3	1451	-5	13	-3	-35	-1	-0.83	-6	-0.1

For convenience, two of the compounds above.
SMILES	PPARg SRC-3 ag	DTT redox prof	TR-FRET SRC-2 ct	Efa HMGR inh	L major viab	PPARg SRC-2 ag	S1P3 antag	bIAP inhibitor	ROMK primary	PPARg SRC-1 ag	RAM network inh
O=C(N1CCOCC1)N1c2ccccc2Sc2ccccc21	13	0.9	1706	1	3	10	·	7	·	1	0.0
CCS(=O)(=O)N1CCN(c2ncnc3sc(C)c(C)c23)CC1	-4	-0.6	1431	-2	-3	-8	-19	-34	-0.23	-5	1.6
